TWEAK Fn14 block: inhibitors of TWEAK-Fn14 interaction signaling; TWEAK-stimulated Fn14 reporter cells, luciferase luminescence, 8 h; inhibition, % at 10 µM; actives 2% (n = 360,000); in the data active means inhibition above about 50%
NOD2 RIPK2 PPI: blocks binding of human NOD2 to RIPK2 | O43353 | CHO BLA complementation NOD2-RIPK2, CCF4 ratio | inhibition, % at 4.98 µM | actives 0.38% (n = 360,000); in the data active means inhibition above about 21%;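 further: 0% = vehicle only and 100% = reference blocker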
NCOA1 inh: inhibits human SRC1 coactivator. Q15788. HEK293 GAL4-SRC1 luciferase reporter, luminescence. inhibition, % at 3.6 µM. actives 0.12% (n = 360,000). AID 588354;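 active means inhibition above the campaign mean plus 3 SD, with each screening campaign given its own cutoff, cut at about 60% in these data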;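 further: 0% = DMSO treated cells and 100% = gossypol at 36 µM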
SRC2 inh: human SRC2 (NCOA2) inhibition; Q15596; HEK293 GAL4-SRC2 luciferase reporter, luminescence; inhibition, % at 9 µM; actives 0.17% (n = 370,000); AID 651957;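 active means inhibition above the mean inhibition of all tested compounds plus 3 SD, set per campaign, cut at about 52% in these data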;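 further: 0% = DMSO treated cells and 100% = cells given Gossypol at 36 µM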
SRC3 inh: inhibitors of human steroid receptor coactivator 3 (SRC3) | Q9Y6Q9 | HEK293 GAL4-SRC3 luciferase reporter, luminescence | inhibition, % at 3.6 µM | actives 0.17% (n = 360,000) | AID 588352;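 active means inhibition above a per-campaign cutoff, the mean of all compounds plus 3 SD, cut at about 60% in these data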;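 further: 0% = DMSO-treated cells and 100% = gossypol-treated cells at 36 µM; higher means less SRC3-driven luciferase light from the GAL4 reporter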
ABHD5-PLIN5 inh: inhibitors of human ABHD5-perilipin-5 interaction | actives 0.78% (n = 360,000) | AID 602281 | Split G. princeps luciferase complementation, luminescence, 4 h | inhibition, % at 4 µM | Q00G26+Q8WTS1;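 active means inhibition above the mean inhibition across every tested compound plus 3 SD, cut at about 22% in these data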;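 further: 0% = DMSO only wells and the 100% control is not disclosed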
NR2F2 inh: inhibitors of human COUP-TFII (NR2F2). HEK293T NGFI-A luciferase reporter, luminescence. inhibition, % at 8.6 µM. AID 686940. P24468. actives 0.7% (n = 370,000);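 active means inhibition above a per-plate cutoff, mean inhibition of test wells between control levels plus 3 SD, cut at about 38% in these data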;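 further: cells cotransfected with COUP-TFII expression vector driving the NGFI-A reporter; 0% = median of COUP-TF2 test wells and 100% = reporter-only cells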
Target sequence (P24468 whole entry, looked up): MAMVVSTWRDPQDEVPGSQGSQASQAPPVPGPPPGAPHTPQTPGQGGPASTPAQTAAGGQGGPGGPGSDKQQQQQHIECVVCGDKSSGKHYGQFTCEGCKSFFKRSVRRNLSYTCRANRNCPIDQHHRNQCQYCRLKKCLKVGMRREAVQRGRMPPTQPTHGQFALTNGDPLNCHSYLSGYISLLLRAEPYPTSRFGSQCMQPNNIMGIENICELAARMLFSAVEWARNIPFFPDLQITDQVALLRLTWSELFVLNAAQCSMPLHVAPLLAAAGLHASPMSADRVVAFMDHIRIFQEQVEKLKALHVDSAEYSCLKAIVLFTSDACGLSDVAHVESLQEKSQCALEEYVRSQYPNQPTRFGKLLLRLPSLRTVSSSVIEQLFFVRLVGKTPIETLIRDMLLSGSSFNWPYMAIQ
TROY NFkB inh: blocks TROY-dependent signaling in reporter cells; Q293 LMP1-TROYcd NF-kB luciferase reporter, 4 h; actives 0.98% (n = 360,000); AID 1347056; inhibition, % at 10 µM;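 active means compounds whose plate-normalised and pattern-corrected inhibition of the luciferase reporter signal at the single screening dose is 50% or more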
LRH-1 inv ag: NR5A2 inverse agonism in reporter assay; O00482; HEK293T StAR-luciferase reporter, LRH-1 transfected, 24 h; inhibition, % at 3.6 µM; actives 0.13% (n = 360,000); AID 602396;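 active means inhibition above the mean inhibition of all tested compounds plus 3 SD, cut at about 73% in these data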;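 further: 0% = DMSO wells and 100% = reporter-only cells lacking LRH-1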
Target sequence (O00482 whole entry, looked up): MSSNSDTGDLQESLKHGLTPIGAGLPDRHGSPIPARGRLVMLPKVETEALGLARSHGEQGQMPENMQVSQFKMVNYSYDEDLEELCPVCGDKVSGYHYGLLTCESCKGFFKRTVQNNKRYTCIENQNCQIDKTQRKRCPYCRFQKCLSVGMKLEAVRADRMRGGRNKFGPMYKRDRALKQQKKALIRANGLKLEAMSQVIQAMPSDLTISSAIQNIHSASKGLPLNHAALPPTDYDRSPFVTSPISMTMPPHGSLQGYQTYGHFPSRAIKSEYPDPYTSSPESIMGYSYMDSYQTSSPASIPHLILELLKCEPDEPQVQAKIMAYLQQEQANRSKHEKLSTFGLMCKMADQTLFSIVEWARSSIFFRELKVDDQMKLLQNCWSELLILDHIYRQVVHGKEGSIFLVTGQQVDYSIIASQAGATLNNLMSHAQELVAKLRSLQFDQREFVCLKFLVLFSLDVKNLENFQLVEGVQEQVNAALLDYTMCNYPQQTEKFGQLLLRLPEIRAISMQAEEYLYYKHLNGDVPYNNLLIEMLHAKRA
Granule exo inh: blocks lytic granule exocytosis | TALL-104 LAMP-1 surface exposure, flow cytometry; cells stimulated with thapsigargin and PMA | inhibition, % at 10 µM | actives 0.66% (n = 360,000) | AID 651702;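 active means inhibition above about 55%, limit read from the data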
TLR9-MyD88 block: blocks human TLR9 binding to MyD88; Q9NR96+Q99836; actives 0.21% (n = 340,000); inhibition, % at 4.98 µM; CHO BLA complementation TLR9-MyD88, CCF4 FRET ratio;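 active means inhibition above the mean over all tested compounds plus 3 SD, cut at about 21% in these data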;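 further: 0% = DMSO only wells and 100% = clavulanate BLA inhibitor control wells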
The depositor's hits bear a star; x = no result given. This is a subset; count on the stated rates, not on these rows.

SMILES	TWEAK Fn14 block	NOD2 RIPK2 PPI	NCOA1 inh	SRC2 inh	SRC3 inh	ABHD5-PLIN5 inh	NR2F2 inh	TROY NFkB inh	LRH-1 inv ag	Granule exo inh	TLR9-MyD88 block
COc1cc(/C=C(/NC(=O)c2ccccc2)C(=O)N2CCOCC2)c([N+](=O)[O-])cc1OC	-11	3	-27	-25	-17	1	0	-2	4	31	-7
Cn1cccc1CC(=O)N/N=C/C(Cl)=C/c1ccccc1	-10	-5	-6	-17	-4	5	9	-8	-22	2	-5
Cc1cccc(C)c1-n1nnnc1SCC(=O)c1c(N)n(C2CC2)c(=O)[nH]c1=O	4	8	-7	-2	-1	-6	0	-8	-26	-6	-6
CN1CCN(CCOC2Cc3ccccc3Sc3ccc(Cl)cc32)CC1 (stereo unspecified)	6	9	6	-1	-11	22	14	-1	-7	8	-8
CCN(CC(=O)NCc1ccc(Cl)cc1)C(=O)CSCC(=O)Nc1cccc(C)c1	-3	-1	3	1	-3	-2	-18	-9	-6	-2	1
COc1ccc(-c2cc(C)no2)cc1S(=O)(=O)NCC1CCN(Cc2cc(C)ccc2C)CC1	-11	6	-4	0	-6	2	-12	-11	-8	6	-8
CCN=C1S/C(=C\c2cc(Br)ccc2OCC(=O)OCC)C(=O)N1CC	8	-2	-8	1	9	-2	-3	-2	-8	-1	-4
COCc1cc(=O)[nH]c(/N=C(\N)Nc2cccc(C)c2)n1	5	-10	9	0	-6	-4	28	-18	9	1	-13
COc1ccccc1-n1cnnc1SC(C)C(=O)Nc1ccc(NC(C)=O)cc1 (stereo unspecified)	-17	-4	-1	-7	3	2	-3	6	-1	0	9
O=C(/C=C/c1ccccc1)Nc1cccnc1Oc1ccccc1F	-47	0	-32	-26	-17	3	-2	-22	-11	-7	-21
CCOc1ccc(S(=O)(=O)NCCC(=O)NCC(c2ccc(OC)cc2)N2CCCC2)cc1 (stereo unspecified)	8	5	-6	-30	12	-7	-1	-7	8	-2	-10
Cc1ccccc1N1CCN(S(=O)(=O)c2ccc3ccccc3c2)CC1	-1	-24	-7	-39	23	4	9	10	-2	4	9
O=C(COC(=O)c1n[nH]c2ccccc12)NC(=O)NC1CCCC1	24	1	9	-5	-15	-10	5	x	11	2	10
CC1(C)CC(N2CCOCC2)=CC(=S)N1	-7	-2	-12	x	3	-21	x	8	-5	6	x
COc1ccc(C2=NCCn3cccc32)c(OC)c1	-9	-5	5	-6	8	-3	-9	1	16	3	-4
Cc1ccc(O)c(CP(=O)(c2ccccc2)c2ccccc2)c1	-24	3	-10	3	3	6	1	-14	-21	-7	5
Cc1cccc2sc(NC(=O)Cn3cccc3)nc12	22	-7	11	-8	-12	5	18	-7	-6	1	7
CCOc1ccc2nc(NS(C)(=O)=O)sc2c1	-6	-7	-33	-19	-17	-4	11	-14	-24	0	-13
C=CCNc1ncnc2c1[nH]c1ccc(C)cc12	14	-9	-61	-21	-82	-1	-5	-26	-98	-1	1
O=C(C1CCCN(C2CC(=O)N(c3ccc(Cl)cc3)C2=O)C1)N1CCCC1 (stereo unspecified)	14	-10	3	-12	14	8	-4	-6	-3	-2	-12

Three compounds already listed, sorted by their value in TLR9-MyD88 block, high to low:
SMILES	TLR9-MyD88 block
Cc1ccc(O)c(CP(=O)(c2ccccc2)c2ccccc2)c1	5
CCN=C1S/C(=C\c2cc(Br)ccc2OCC(=O)OCC)C(=O)N1CC	-4
CCOc1ccc(S(=O)(=O)NCCC(=O)NCC(c2ccc(OC)cc2)N2CCCC2)cc1 (stereo unspecified)	-10

(continued)
SMILES	TWEAK Fn14 block	NOD2 RIPK2 PPI	NCOA1 inh	SRC2 inh	SRC3 inh	ABHD5-PLIN5 inh	NR2F2 inh	TROY NFkB inh	LRH-1 inv ag	Granule exo inh	TLR9-MyD88 block
CC1=CCC2C(=O)N(c3nc(C)cc(C)n3)C(=O)C2C1 (stereo unspecified)	1	-12	3	0	10	-6	-1	11	-4	0	16
O=C(CCCC(=O)NN=Cc1cccc(O)c1)NN=Cc1cccc(O)c1	1	-2	-2	-14	-1	-3	-4	-15	0	-4	1
O=C(NCc1ccco1)/C(=C\c1ccco1)NC(=O)c1ccc(Br)o1	21	-14	0	-11	-3	1	10	3	21	-4	-2
Cc1cc2[nH]c(=O)c(=O)[nH]c2cc1S(=O)(=O)NCc1ccc(Cl)cc1	0	-16	-3	x	14	3	x	-7	-3	0	-23
COC(=O)C[C@@H]1OC[C@H](CO)N1S(=O)(=O)c1ccc(C)cc1	x	2	x	6	x	-15	-23	x	-36	-13	x
CN(C)CCCN(C(=O)c1ccc(S(=O)(=O)N2CCCCCC2)cc1)c1nc2cc3c(cc2s1)OCCO3	-12	7	-27	-19	-29	13	5	-15	-19	33	-7
C#Cc1ccc(CN2CCC(Oc3cc(C(=O)NC4CC4)ccc3OC)CC2)cc1	-21	-8	18	6	-12	-1	7	-2	-15	-3	-1
COc1ccccc1NC(=O)CN(Cc1ccco1)C(=O)c1cncc(Br)c1	-21	2	-10	27	-7	-5	24	7	11	2	2
O=[N+]([O-])c1cccc(/C(=N/N=C/c2ccccc2Br)C23CN4CN(CN(C4)C2)C3)c1	-44	5	5	2	0	9	0	-18	10	0	-9
Nc1nnc(CC(=O)N/N=C/c2ccccc2OCc2ccc(F)cc2)s1	-4	-15	3	-15	6	-4	-12	-11	-3	0	x
O=C(c1ccccc1)N1N=C(c2ccco2)CC1c1cccs1 (stereo unspecified)	4	-5	-25	-26	11	4	-5	5	4	0	-16
CN1CCN(NC(=O)c2cc(Br)ccc2Cl)CC1	10	1	3	3	-3	0	0	12	9	-4	-4
COc1ccc(CN(C)C(=O)Cn2ccsc2=N)cc1OC	13	6	-12	0	-4	-7	1	-6	-5	-2	-5
COc1ccc(OC)c(/C=C/C(=O)OCC(=O)NCc2ccccc2)c1	9	0	-8	-30	11	-7	-1	4	15	-3	1
c1ccc(-c2csc(Nc3ccccn3)n2)cc1	53*	-1	-136	-34	-105	1	-30	-13	-105	-15	-12
CC(C)(C)c1cc(N2CCOCC2)n2ncc(-c3ccccc3)c2n1	5	-15	-10	-16	-6	5	2	18	-7	-10	-6
COc1ccc(C(=O)O)cc1S(=O)(=O)Nc1ccc(C)cc1	5	-3	-5	0	18	-3	8	4	18	-3	-1
O=C(NCc1cccnc1)c1ccc(NC(=O)c2ccco2)cc1	-10	-10	-10	-33	7	-4	-7	-2	5	-2	2
COc1cc(C(=O)N[C@H](C(=O)NC2CCCCCC2)C(C)C)cc(OC)c1OC	-6	-11	-25	-1	-2	-4	6	-8	-5	-1	-9
O=C(Cc1ccccc1)NC1CCS(=O)(=O)C1 (stereo unspecified)	8	-3	3	9	12	-2	-18	x	19	4	10
O=C(NCc1ccco1)c1ccc(Cl)nc1	-7	-1	4	-12	-12	1	-9	-6	6	6	4
Cc1cc(C)cc(NC(=O)CN(c2ccc(F)cc2)S(C)(=O)=O)c1	-16	-10	-1	-10	22	0	7	5	2	1	2
C/[N+]([O-])=C1\Cc2ccccc2C1=O	13	-1	-27	27	21	-15	-7	-16	-6	-1	2
O=C(O)c1cc(=O)n(Cc2ccccc2)c(=O)[nH]1	-2	-6	-14	11	1	0	0	-5	-13	0	10
Cc1cccnc1NC(=O)c1ccc2c(c1)OCCO2	-15	-4	-51	-49	-28	7	-20	-65	-61	-4	-11
COc1cc(-c2nc(Cc3c(F)cccc3Cl)no2)cc(OC)c1OC	-40	4	-12	-15	8	-2	7	3	4	1	0
CCOC(=O)c1cc(C(=O)NNC(=O)c2cccc([N+](=O)[O-])c2)c(C)nc1C	-14	12	6	6	-1	-7	7	1	-15	4	3
O=C(Nc1ccc2ccccc2c1)/C(=C/c1cccc(Br)c1)NC(=O)c1ccco1	18	-13	-12	6	2	3	5	7	4	1	-3
O=C1CN(C(=O)/C=C/c2cccc(Cl)c2)c2ccccc2N1	-26	-5	-17	-35	7	8	-7	-35	-25	-3	9
O=C(/C=C/c1cccc([N+](=O)[O-])c1)NCc1ccccc1	-11	3	10	-13	19	-3	1	-7	8	0	9
CCS(=O)(=O)N1CCN(c2ccnc3cc(Cl)ccc23)CC1	5	-7	-1	-3	6	4	1	-1	-4	-1	x
O=C(NCC(c1ccco1)N1CCCCC1)c1cccc(S(=O)(=O)Nc2ccccc2Cl)c1 (stereo unspecified)	9	-2	11	9	13	0	8	-8	4	2	-12
CC(=O)Nc1cccc2c1C(=O)N(c1ccccc1C)C2=O	-6	2	-4	-61	-13	-1	6	10	1	0	2
CCCCNC(=O)C1CCN(Cc2ccccn2)CC1	6	3	-2	0	-7	-2	16	-8	3	2	-4
CCn1c(SCC(=O)NC(C)C)nnc1-c1cccs1	-1	-4	-4	-23	3	-5	6	-3	4	3	5
CC(C)CCn1c(Oc2ccc(Cl)cc2)nc2c1c(=O)n(C)c(=O)n2C	4	6	-10	7	6	7	-2	17	7	2	9

By substructure, the compounds so far containing a furan ring, fused or not (7)
SMILES	TWEAK Fn14 block	NOD2 RIPK2 PPI	NCOA1 inh	SRC2 inh	SRC3 inh	ABHD5-PLIN5 inh	NR2F2 inh	TROY NFkB inh	LRH-1 inv ag	Granule exo inh	TLR9-MyD88 block
O=C(NCc1ccco1)/C(=C\c1ccco1)NC(=O)c1ccc(Br)o1	21	-14	0	-11	-3	1	10	3	21	-4	-2
COc1ccccc1NC(=O)CN(Cc1ccco1)C(=O)c1cncc(Br)c1	-21	2	-10	27	-7	-5	24	7	11	2	2
O=C(c1ccccc1)N1N=C(c2ccco2)CC1c1cccs1 (stereo unspecified)	4	-5	-25	-26	11	4	-5	5	4	0	-16
O=C(NCc1cccnc1)c1ccc(NC(=O)c2ccco2)cc1	-10	-10	-10	-33	7	-4	-7	-2	5	-2	2
O=C(NCc1ccco1)c1ccc(Cl)nc1	-7	-1	4	-12	-12	1	-9	-6	6	6	4
O=C(Nc1ccc2ccccc2c1)/C(=C/c1cccc(Br)c1)NC(=O)c1ccco1	18	-13	-12	6	2	3	5	7	4	1	-3
O=C(NCC(c1ccco1)N1CCCCC1)c1cccc(S(=O)(=O)Nc2ccccc2Cl)c1 (stereo unspecified)	9	-2	11	9	13	0	8	-8	4	2	-12

Screens (PubChem)
